# Keap1 Nrf2 FP: Keap1-Nrf2 (human) interaction inhibition. Keap1 Kelch-Nrf2 peptide fluorescence polarization, 1536-well. 0.15% of 340,000 active. inhibition, % at 9.4 µM. AID 504523; in the data active = inhibition above about 12%;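 note: human Keap1 Kelch domain with fluorescein labeled Nrf2 9mer peptide probe; 0% = neutral control wells and 100% = peptide positive control; higher means more block of Keap1 binding to Nrf2 peptide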
# Target sequence (Q14145 whole entry, looked up, the tested form may be a part): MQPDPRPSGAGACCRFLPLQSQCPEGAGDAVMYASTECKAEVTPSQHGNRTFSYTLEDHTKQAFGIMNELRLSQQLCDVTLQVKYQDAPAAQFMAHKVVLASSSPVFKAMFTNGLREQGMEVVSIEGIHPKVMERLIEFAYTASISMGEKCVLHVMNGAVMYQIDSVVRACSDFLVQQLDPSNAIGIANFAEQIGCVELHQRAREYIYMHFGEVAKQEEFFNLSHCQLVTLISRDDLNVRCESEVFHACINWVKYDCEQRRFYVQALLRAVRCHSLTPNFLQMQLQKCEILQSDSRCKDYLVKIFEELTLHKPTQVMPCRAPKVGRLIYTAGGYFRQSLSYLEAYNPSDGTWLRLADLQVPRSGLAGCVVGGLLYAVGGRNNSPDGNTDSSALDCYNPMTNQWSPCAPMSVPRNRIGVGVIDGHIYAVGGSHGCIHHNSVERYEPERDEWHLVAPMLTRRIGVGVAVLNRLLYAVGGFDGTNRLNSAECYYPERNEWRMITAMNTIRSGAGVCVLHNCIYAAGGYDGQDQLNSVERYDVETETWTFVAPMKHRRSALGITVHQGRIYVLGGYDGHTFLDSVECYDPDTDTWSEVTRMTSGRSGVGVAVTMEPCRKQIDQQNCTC
# DAGLB inh: diacylglycerol lipase beta (human) inhibition | Q8NCG7 | HEK293T DAGLB membrane lysate, EnzChek fluorogenic substrate | inhibition, % at 5.17 µM | 0.059% of 340,000 active | AID 504411; in the data active = inhibition above about 34%;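 note: 0% = enzyme with vehicle and 100% = wells lacking enzyme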
# Cardiac RTF inh: cardiac RTF calcium desensitization; IANBD-labeled cardiac RTF, Ca2+ fluorescence; inhibition, % at 7.15 µM; 0.12% of 340,000 active; AID 493244;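 active = inhibition above the mean inhibition of all tested compounds plus 3 SD, cut at about 17% in these data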;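 note: assay run at fixed EC70 calcium of 1.6 mM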
# Arrestin-AP2 inh: inhibitors of human beta-arrestin and AP2 interaction; FITC-arrestin peptide / GST-AP2 beads, flow cytometry; AP2 beta2 appendage carries R879A mutation; inhibition, % at 10 µM; 0.31% of 340,000 active; AID 504490;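 active = inhibition above a set limit, near 3 SD of compounds lacking own fluorescence, cut at about 54% in these data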;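 note: plate controls were DMSO wells for no effect and 5 µM unlabelled arrestin peptide for full effect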
#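 Assay system: GST-AP2 R879A bound to glutathione beads, E. coli-expressed; Medium: PBS with 0.05% Tween 20 and 0.1% BSA; Also added: fluorescein-tagged arrestin peptide at 50 nM final; Timing: 12 min plus 1 h, RT; Measured by: flow cytometry, FL1 (488/535 nm); Evaluation: percent drop in bead-associated FITC signal.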
# LANA DNA inh: KSHV C-LANA DNA binding inhibition; MBP-C-LANA/FAM-LBS DNA binding, fluorescence polarization; inhibition, % at 9 µM; 0.078% of 340,000 active; AID 504423;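 active = highest replicate inhibition at or above 60% at 9 µM, even if other replicates fall short; inactive = all replicates below 60% inhibition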;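 note: 0% = neutral control wells and 100% = 4 µM acridine orange control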
# V-ATPase pH: regulators of yeast V-ATPase proton transport | S. cerevisiae, pHLuorin cytosolic pH fluorescence | response, % at 10 µM | 0.37% of 350,000 active; in the data active = response mostly above about 7.3%, no sharp cut-off; inactive = mostly below about 5.4%; note: actives read high; inactives centre near 0; some compounds called inactive have numbers as strong as hits
# NSD2 inh: blocks human histone methyltransferase NSD2. O96028. NSD2 peptide methylation, AlphaScreen, 120 min. inhibition, % at 12.5 µM. 0.54% of 310,000 active; in the data active = inhibition above about 50%
# CAL PDZ FP-1: inhibitors of human CAL PDZ peptide binding; purified CAL PDZ, TMR-peptide fluorescence polarization, 1 h; inhibition, % at 24.9 µM; 0.92% of 300,000 active; AID 602252;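 active = mean inhibition of at least 30% with at least half of replicates also reaching 30%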;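 note: 0% = DMSO neutral control and 100% = excess unlabeled competitor peptide PRC23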
# CAL PDZ FP-2: human CAL PDZ-peptide interaction inhibition; Q9HD26; purified CAL PDZ, TMR-peptide fluorescence polarization, 1 h; inhibition, % at 20 µM; 0.02% of 330,000 active; AID 504414;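 active = highest replicate inhibition of at least 40%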;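 note: plate controls were DMSO neutral control wells for no effect and unlabeled competitor peptide control wells for full effect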
#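 Material: tagged CAL PDZ protein CerCALP, purified; buffer or medium: sodium phosphate/NaCl buffer pH 7.4 with TCEP, IgG, Thesit; also added: fluorescent TMR peptide probe; schedule: 1 h incubation at room temperature before polarization reading; technique: fluorescence polarization from S- and P-plane intensities, G-factor corrected; control set: unlabelled peptide and DMSO controls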
# DSG3 Ab inh: inhibitors of pemphigus antibody binding to human desmoglein-3. P32926. DSG3-coupled beads, scFv-anti-DSG3-GFP binding, flow cytometry; stronger effect = lower value. binding (percent of control), % at 10 µM. 0.48% of 310,000 active. AID 588358;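 active = binding more than 3 SD below its plate's average and above zero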;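 note: hits lower antibody fragment binding to DSG3; some compounds called inactive have numbers as strong as hits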
# * marks the source's active call; other numbers are inactive results; / = not tested or not shown. Not all compounds are listed; rates above refer to the full screens.
SMILES,Keap1 Nrf2 FP,DAGLB inh,Cardiac RTF inh,Arrestin-AP2 inh,LANA DNA inh,V-ATPase pH,NSD2 inh,CAL PDZ FP-1,CAL PDZ FP-2,DSG3 Ab inh
CCC(C)Cn1c(S(=O)(=O)O)nc2ccccc21 (stereo not given),5,-2,-2,8,0.6,0,0,0,-1.9,/
CC(C)Cn1ccc(=O)n(CC(C)C)c1=O,-8,0,-3,10,0.7,-3,-4,-6,0.1,97
COc1cc(C(=O)NCc2ccc(S(N)(=O)=O)cc2)ccc1OCC(=O)N1CCOCC1,0,1,-4,-11,2.7,0,-2,/,-0.6,88
COc1ccc2cc3cc(C(=O)Nc4cc(OC)c(OC)c(OC)c4)oc3nc2c1,-2,1,-2,28,-6.5,-7,-5,-4,-1.2,/
O=C1Cc2ccccc2C(=O)N1CCc1ccccc1,-5,-7,-6,6,-0.2,3,/,/,0.4,105
O=C(O)C1C2C=CC3(CN(Cc4ccco4)C(=O)C13)O2 (stereo not given),1,-2,-12,-1,2.4,0,/,/,-0.7,106
Cc1ccc(C(=O)CNc2ccc(F)cc2)cc1,-2,-1,2,4,1.3,3,0,-3,-1.6,/
Cc1ccc(C(=O)NCC(=O)NCC(c2ccco2)N2CCCCC2)cc1C (stereo not given),-6,1,3,5,-2.1,0,2,-3,-2.3,104
COc1cc(/C=N/NC(=O)CCn2c3ccccc3c3ccccc32)ccc1O,3,3,-23,-3,1.5,-1,-3,-3,-2.4,92
CN(C)/C=C(\C#N)C(=O)Nc1ccc(O)cc1F,-4,-1,0,-11,0.5,-1,2,-6,0.0,103
CCC1COCCS(=O)(=O)N1Cc1ccccc1C (stereo not given),-6,-1,-11,-1,-1.2,2,/,-3,-0.2,99
CCOc1c2ccc(C(=O)NCC34CC5CC(CC(C5)C3)C4)cc2nn1CC,-7,2,7,-5,1.2,-2,/,2,-0.7,106
N#CCSc1ncccc1-c1nc2ccccc2[nH]1,-2,0,-6,0,-0.9,4,1,-2,/,/
CCCCCCC/C(C)=N/NC(=O)CC(=O)NCCc1ccccc1,-1,1,4,-2,-1.8,-1,2,4,-0.3,/
Cc1ccc(-c2nn(CCC(=O)Nc3cccnc3)c(=O)c3ccccc23)cc1,/,/,/,6,/,0,1,/,/,101
COCc1ccc(C(=O)Nc2cccc(S(=O)(=O)N(C)c3ccccc3)c2)cc1,2,-5,1,-25,-1.2,2,-2,/,-0.7,28*
COc1ccc2c(c1)c(C(=O)CN1CCc3ccccc3C1)c(C)n2C,-4,-11,-2,11,-1.5,1,-1,-2,0.4,96
Cc1noc(C)c1COC(=O)c1cnc(Cl)c(Cl)c1,2,0,14,37,0.6,-1,-3,-1,0.7,97
O=C(O)c1cccc(S(=O)(=O)N2CCSCC2)c1,-7,3,-8,2,-0.9,6,-2,3,-3.2,/
CCC(C)[C@@H](N)C(=O)N/N=C/c1ccc2ncccc2c1 (stereo not given in full),-1,-4,-3,-20,-0.9,4,1,6,-0.4,103
O=C(Nc1c(-c2ccccc2)nc2c(Br)cc(Br)cn12)c1ccco1,0,-4,-4,26,-0.7,-1,1,1,-1.2,/
COc1ccccc1NC(=O)CN1C(=O)COc2ccc(S(=O)(=O)N3CCC(C)CC3)cc21,3,-5,-4,-24,0.1,0,1,-4,-3.3,86
Cc1ccc(NC(=S)NCc2ccc(F)cc2)c(C)c1,22*,0,-12,-11,28,0,-1,/,-1.2,101
Cc1ccccc1Nc1nc(N)nc(COC(=O)c2ccc(O)cc2)n1,2,-2,-8,32,-0.4,3,2,-2,-0.7,100
OCCCNc1c2ccccc2nc2ccccc12,5,-2,-2,3,-4.8,-1,-1,-6,/,99
CC1N(C)c2cc(NC(=O)c3ccco3)c(P(=O)(Nc3ccc([N+](=O)[O-])cc3)N3CCOCC3)cc2C1(C)C (stereo not given),1,4,-14,10,0.1,2,3,-3,-7.2,99
CC(C)n1ncc2c(C(=O)NCc3cccnc3)cc(C3CC3)nc21,0,-1,8,-6,-2.6,-2,-3,-4,-3.0,108
CC(=O)Nc1nc(C)c(Oc2ccc(Cl)cc2Cl)c(=O)[nH]1,0,1,5,3,-1.4,3,5,-3,-0.7,103
CC(O)C(O)C(O)C(O)/C=N/NC(=O)c1ccccc1 (stereo not given),1,-1,-1,-4,1.7,-1,30,-2,-1.5,92
CCCc1cc(=O)[nH]c(SCC(=O)NCCCC(=O)OCC)n1,-4,4,-7,7,-0.9,3,0,-2,-0.9,103
CCOC(=O)CN(C(=O)CSc1nnc(-c2ccncc2)n1CCCN(C)C)c1ccccc1,-5,1,8,5,-0.4,-2,0,/,-1.8,/
C/C=C/C1=CC(=O)C[C@H](c2ccc(F)cc2)C1,0,-4,6,19,1.3,1,/,0,-2.1,102
COc1ccccc1-n1cccc1C=O,-4,-1,4,16,2.0,-2,-1,10,0.0,102
COc1ccc(NS(=O)(=O)c2cccc(NC(=O)c3cnccn3)c2)cc1Br,1,/,/,-1,-0.9,-1,-1,-8,-1.7,100
Cc1ccccc1-c1nnc(SCC(=O)Nc2cccnc2Cl)o1,-3,2,-10,14,2.9,3,-1,2,-0.2,120
O=C(c1cccc(S(=O)(=O)N2CCCC2)c1)c1nnc(-c2ccncc2)o1,-2,5,7,10,1.2,-4,5,-2,-2.5,79

# Copied from the results shown for reference:
SMILES,Keap1 Nrf2 FP,DAGLB inh,Cardiac RTF inh,Arrestin-AP2 inh,LANA DNA inh,V-ATPase pH,NSD2 inh,CAL PDZ FP-1,CAL PDZ FP-2,DSG3 Ab inh
CN(C)/C=C(\C#N)C(=O)Nc1ccc(O)cc1F,-4,-1,0,-11,0.5,-1,2,-6,0.0,103
CCC1COCCS(=O)(=O)N1Cc1ccccc1C (stereo not given),-6,-1,-11,-1,-1.2,2,/,-3,-0.2,99

# More records follow:
SMILES,Keap1 Nrf2 FP,DAGLB inh,Cardiac RTF inh,Arrestin-AP2 inh,LANA DNA inh,V-ATPase pH,NSD2 inh,CAL PDZ FP-1,CAL PDZ FP-2,DSG3 Ab inh
CCOc1ccccc1CNCc1ccc(C(=O)O)cc1,-2,0,-1,4,-0.1,-1,-2,/,-0.1,83
Cc1ccn(S(=O)(=O)c2ccc3oc(=O)ccc3c2)n1,-2,-2,-7,1,0.8,-2,-3,-3,-1.7,87
CCCCCCc1cc2cc(-c3nnc(-c4ccccc4)o3)c(=O)oc2cc1O,2,-12,-34,35,1.1,3,/,15,-1.0,/
COc1ccc(NC(=S)NC(=O)c2ccc(Br)o2)cc1,-4,-5,-11,8,0.4,1,-1,-32,-0.8,107
O=C(Nc1ccc(NC(=O)c2cccs2)cc1)c1cccs1,2,2,-10,25,-1.2,-4,-2,0,-1.7,22*
COc1cc(CN2CCN(C(=O)CC(C)C)CC2)cc(OC)c1OC,4,-1,-6,-6,2.7,-1,-1,3,-0.8,105
CCCOc1ccc(N2C(=O)CC(N(CCc3ccc(OC)cc3)C(=O)c3cccc(F)c3)C2=O)cc1 (stereo not given),-11,-3,-2,-6,-0.8,-2,2,1,1.4,103
O=C(CCC(=O)OCC(=O)c1ccc(Cl)cc1Cl)Nc1cccc2cccnc12,-1,3,1,1,-0.5,7,2,-3,-1.9,/
c1ccc(Nc2cccc(Nc3ccccc3)c2)cc1,2,2,10,-1,0.1,0,-1,-4,-1.2,100
O=C(CCN1C(=O)C2C3C=CC(C3)C2C1=O)N1CCN(c2ccc([N+](=O)[O-])cc2)CC1 (stereo not given),1,-2,3,13,-2.7,1,0,4,-1.3,98
COc1cc(/C=C/C(=O)O)cc(S(=O)(=O)Nc2ccc3cn[nH]c3c2)c1OC,-2,-4,-5,24,-0.6,1,50,0,-0.8,/
O=C(/C=C/c1ccco1)NCC(=O)N/N=C/c1ccc([N+](=O)[O-])cc1,-7,-1,-8,-8,-0.8,3,-1,4,-1.8,97
Cc1cc(CNC(=O)CCc2nnc(CCCc3ccccc3)o2)nn1C,3,2,-2,7,0.2,0,-2,/,-0.7,106
Cc1ccc([N+](=O)[O-])cc1S(=O)(=O)Nc1ccc(N2CCOCC2)cc1,5,2,1,0,-1.3,0,-1,-4,0.1,100
COc1ccc(C2/C=C\CN(C(=O)C3CCCCC3)CC(=O)N2Cc2ccc(F)cc2)cc1 (stereo not given),-10,-4,8,18,0.6,-1,/,-3,-0.5,101
CCOc1cc(/C=N/NC(=O)C(OC)c2ccccc2)ccc1O (stereo not given),0,-3,-3,12,3.1,0,10,/,-2.1,99
COc1ccccc1NC(=O)COC(=O)c1ccc(N2CCCC2=O)cc1,-1,-1,4,1,-0.4,-2,-4,-5,-0.8,/
CCC(C)NC(=O)c1ccc(CN2CCc3ccccc3C2)cc1 (stereo not given),-4,-1,-2,-4,0.2,2,4,/,-1.1,99
COc1ccc(NS(=O)(=O)c2cc(NC(=O)CCc3ccc(OC)c(OC)c3)ccc2N2CCOCC2)cc1,0,1,-2,-8,-0.5,0,-2,3,-1.6,/
O=C(NNC(=O)c1cc2ccccc2o1)c1ccncc1,-5,-1,4,5,3.0,-2,-2,-2,0.0,128
Cc1cccc(NC(=O)CSc2nncn2N)c1C,/,0,/,/,/,-1,-1,/,/,103
COC(=O)c1ccc(NC(=O)CCN2C(=O)C3CC=CCC3C2=O)cc1 (stereo not given),2,0,1,30,0.5,-1,-2,/,-0.5,104
Cn1c(SCC(=O)Nc2cccnc2)nnc1-c1ccccc1F,-3,-1,-3,31,-1.5,2,1,1,0.1,102
Cc1ccc(Cc2c(C)[nH]c(=S)[nH]c2=O)cc1,-1,0,2,9,-0.6,1,-1,-7,1.0,114
CC(C)(C)[C@@H]1C=C(C(=O)N2CCN(Cc3ccccc3)CC2)O[C@H](OCc2ccc(CO)cc2)C1,-1,-4,-6,21,-2.1,1,/,-1,-1.7,98
NC(=O)c1cnn(-c2cccc(Cl)c2)c1N,-4,1,-6,22,-1.2,-1,/,0,-3.1,93
Cc1sc2nc(SCC(=O)NCCOCCO)n(C)c(=O)c2c1C,2,1,-2,-1,0.5,0,-1,-2,-0.9,86
Cc1nc(C)n(C(C)CNS(=O)(=O)c2ccc(Cl)cc2)n1 (stereo not given),0,-1,10,-1,-0.2,0,-2,-2,-2.0,92
CCCN1CCN(C(=O)CCNC(=O)Cn2cnc3ccccc3c2=O)CC1,-5,1,-33,6,-3.9,0,-5,/,-1.8,115
Cc1coc2c1C(=O)C(=O)c1c-2ccc2c(C)cccc12,-4,24,-11,7,2.7,2,/,-1,0.1,105
Cc1noc(C)c1COc1ccc(C(=O)OC(C)C(=O)Nc2ccc(N3CCOCC3)cc2)cc1 (stereo not given),3,0,1,30,0.0,1,1,-4,-1.8,108
CCOCCCNS(=O)(=O)c1ccc(-n2cnnn2)c(OC)c1,0,-4,-11,0,2.1,1,0,-1,1.0,99
O=C(CSc1nc(NS(=O)(=O)c2ccccc2)cc(=O)[nH]1)Nc1cccc(C(F)(F)F)c1,-7,8,-18,0,0.7,-2,-2,-7,-1.6,97

# Bioassay records: PubChem, several laboratories
